DT40 TDP1 no CPT – qHTS for Inhibitors of human tyrosyl-DNA phosphodiesterase 1 (TDP1): qHTS in cells in absence of CPT; Potency, µM (highest dose often 46.2 µM), without a hit: at the highest dose activity change, negative = growth inhibition, hits mostly inhibitors; DT40 Tdp1-/- hTDP1 cells, no CPT, ATP luminescence, 48 h; hit rate 15% among 420,000; also: nearly all actives have a fitted effect of over 55% in size
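Cells were dispensed at 400 per well, compounds added by pin tool, plates incubated ≥48 hr at 37 °C, then CellTiter-Glo added for 30 min at room temperature before luminescence reading. Line: DT40 Tdp1-/- complemented with hTDP1; camptothecin omitted.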
DT40 TDP1 CPT – DT40-hTDP1 cell growth loss with CPT | chicken DT40 Tdp1-/-;hTDP1 cells + 20 nM CPT, ATP luminescence, 48 h | Potency, µM (highest dose often 46.2 µM), inactives show at the highest dose activity change, negative = growth inhibition, hits mostly inhibitors | hit rate 12% among 420,000 | AID 686979; also: nearly all actives have a fitted effect of over 55% in size
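Chicken DT40 Tdp1-/- cells complemented with human TDP1, 400 cells/well, exposed to compounds plus 20 nM camptothecin for at least 48 h at 37 C; viability read as ATP content by CellTiter-Glo luminescence.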
TDP1 inh – inhibitors of human tyrosyl-DNA phosphodiesterase TDP1; Q9NUW8; recombinant TDP1, AlphaScreen DNA substrate cleavage; Potency, µM (top dose mostly 130 µM), for inactives: at the top dose activity change, negative = inhibition, most hits filed as inhibitors; hit rate 0.28% among 350,000; AID 485290; also: nearly all actives have a fitted effect of over 40% in size
Target sequence (Q9NUW8 whole entry, looked up): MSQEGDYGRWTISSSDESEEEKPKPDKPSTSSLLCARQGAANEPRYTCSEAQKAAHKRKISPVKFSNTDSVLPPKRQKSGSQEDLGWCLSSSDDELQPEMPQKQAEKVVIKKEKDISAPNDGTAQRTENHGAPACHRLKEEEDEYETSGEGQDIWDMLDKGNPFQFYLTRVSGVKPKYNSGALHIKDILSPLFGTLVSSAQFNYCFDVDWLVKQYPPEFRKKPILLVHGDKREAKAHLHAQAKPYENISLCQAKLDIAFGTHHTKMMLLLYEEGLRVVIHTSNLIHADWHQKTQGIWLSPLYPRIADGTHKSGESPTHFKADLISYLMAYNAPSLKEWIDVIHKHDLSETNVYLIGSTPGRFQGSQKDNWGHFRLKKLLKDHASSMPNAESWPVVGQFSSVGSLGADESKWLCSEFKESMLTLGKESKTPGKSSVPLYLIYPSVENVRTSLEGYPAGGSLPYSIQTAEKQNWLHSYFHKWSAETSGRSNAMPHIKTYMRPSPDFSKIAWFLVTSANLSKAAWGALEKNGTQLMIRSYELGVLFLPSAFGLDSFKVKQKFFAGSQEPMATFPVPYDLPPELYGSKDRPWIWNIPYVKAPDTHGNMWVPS
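Tdp1 1 nM final; 15 min RT w/ cpd; substrate 15 nM, 5 min; beads 10 ug/ml, 10 min; AlphaScreen read. Neg ctrl: no enzyme.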
An asterisk follows results filed as active; ? = inconclusive; . = not tested or not shown; & = joins results of further samples; [ ] = another dose, or the depositor's remark. Calls follow the shape of the dose curve; as a rule, active = well fitted curve in the direction sought with a large enough effect; inconclusive = small, poorly fitted or top-dose-only effect, or another doubt; inactive = no such curve, though single readings can be large; an effect the other way counts as inactive or inconclusive. % is scaled to controls: 0 for no effect and ±100 for the full control effect; potency is read from the fitted curve at half-maximal effect.

SMILES,DT40 TDP1 no CPT,DT40 TDP1 CPT,TDP1 inh
COCCNC(=O)C1CCCN(C(=O)c2csc3ccccc23)CC1 (stereo not given),10%,4%,.
CCN1CCN(CCCNC(=O)c2ccc(/C=C3/Sc4ccccc4N(Cc4ccccc4F)C3=O)cc2)CC1,15µM*,16µM*,3%
COC(=O)c1sccc1NC(=O)c1ccc(OC)c([N+](=O)[O-])c1,?,0%,5%
CCCn1c(N)c(C(=O)CSc2nnc(Cc3cccs3)n2C2CC2)c(=O)n(C)c1=O,?,?,0%
CC(=O)c1ccc(-n2cc(C#N)c(=O)[nH]c2=O)cc1,5%,7%,.
c1nc(N2CCCCC2)c2[nH]cnc2n1,-26%,1%,5%
CSc1nc(N2CCOCC2)c2c(c1C#N)CC(C(C)C)OC2 (stereo not given),-12%,-16%,.
Cc1cc(=O)n(-c2ccc(C(=O)O)cc2)[nH]1,-1%,6%,.

Additional entries
SMILES,DT40 TDP1 no CPT,DT40 TDP1 CPT,TDP1 inh
CC(C)CNC(=S)NC(=O)c1csc([N+](=O)[O-])c1,?,-24%,5%
CCn1nnnc1SCC(=O)Nc1ccc(N(C)C)cc1,-3%,-12%,2%
CC(C)(O/N=C(\C(=O)N[C@@H]1C(=O)N2C(C(=O)[O-])=C(C[n+]3ccccc3)CS[C@H]12)c1csc(N)n1)C(=O)O,-1%[21.1 µM],9%[21.1 µM],.
O=C(O)c1ccc(C=NN2CCCCCC2)cc1,-13%,-11%,.
Cc1c(C(=O)N2CCOCC2)cc(C(C)(C)C)n1-c1ccccc1,21µM*,?,9%
O=C(Nc1ccccc1[N+](=O)[O-])c1ccc(S(=O)(=O)N2CCCC2)cc1,-28%,-23%,8%
Cc1ccc(NC(=O)CCNS(=O)(=O)c2ccc3c(c2)CCC(=O)N3)cc1C,18%,6%,-3%
CCOC(=O)C1=C(c2ccccc2)OC(N)=C(C#N)C1C1CCCCC1 (stereo not given),?,?,5%

The list goes on:
SMILES,DT40 TDP1 no CPT,DT40 TDP1 CPT,TDP1 inh
CCCn1c(N)c(N(CCOC)C(=O)c2ccccc2F)c(=O)[nH]c1=O,-4%,12%,3%
Cc1ccc(CC2CC(=O)N(c3cc(C)on3)C2=O)cc1 (stereo not given),-2%,5%,1%
COc1ccc(NC(=O)CSc2nc3nc(C)cc(C)n3n2)cc1,-15%&-8%,-18%&-2%,5%
CCOC(=O)NC(=O)C(=CNc1ccccc1OC)C(=O)NC(=O)OCC,-3%,4%,-3%
Cc1ccc(C(=O)Nc2ccon2)cc1S(=O)(=O)N1CCCC1,-20%,-23%,-5%
COc1ccc(CCN=C(N)NS(=O)(=O)c2cccs2)cc1,-1%,-22%,-2%
CCOC(=O)C1C(=O)NC(N2CCc3ccccc32)=NC1c1ccccc1 (stereo not given),-3%,3%,4%
O=C1Nc2ccccc2C1(c1ccccc1)c1ccccc1,?,?,7%

More results follow:
SMILES,DT40 TDP1 no CPT,DT40 TDP1 CPT,TDP1 inh
Cc1cccc2nc(CSc3nc4ccccc4o3)cn12,-20%,-27%,11%
O=C(COC(=O)[C@@H]1CCCN1C(=O)c1cccs1)NCCc1ccccc1,-21%,?,-2%
COc1ccc(C2CC(=O)n3c(nc4ccccc43)S2)cc1OC (stereo not given),-20%,-5%,1%
Cc1cc(N2C(=O)C(O)=C(C(=O)c3cccs3)C2c2ccc(F)cc2)no1 (stereo not given),-23%,-9%,3%
COc1cc(F)ccc1-c1cc(C(=O)NCc2cccs2)[nH]n1,-11%,-2%,.
CCOc1ccccc1NC(=O)CSc1nnc(CNC(=O)c2ccco2)o1,3%,-3%,5%
Cc1noc(C)c1-c1nc(N2CCN(C)CC2)c2ccccc2n1,-10%,-19%,.
Cc1ccc(C)c(S(=O)(=O)NCC(c2ccc(N(C)C)cc2)N2CCOCC2)c1 (stereo not given),?,-19%,6%

Among those listed so far, these contain a COOH group:
SMILES,DT40 TDP1 no CPT,DT40 TDP1 CPT,TDP1 inh
Cc1cc(=O)n(-c2ccc(C(=O)O)cc2)[nH]1,-1%,6%,.
CC(C)(O/N=C(\C(=O)N[C@@H]1C(=O)N2C(C(=O)[O-])=C(C[n+]3ccccc3)CS[C@H]12)c1csc(N)n1)C(=O)O,-1%[21.1 µM],9%[21.1 µM],.
O=C(O)c1ccc(C=NN2CCCCCC2)cc1,-13%,-11%,.

(list continues)
SMILES,DT40 TDP1 no CPT,DT40 TDP1 CPT,TDP1 inh
O=c1c(S(=O)(=O)c2ccccc2)cn(Cc2cccc(F)c2)c2cc(N3CCOCC3)c(F)cc12,23µM*,?,-7%
Cc1ccc(/C=N/N(C)S(=O)(=O)c2ccc(C)cc2)cc1,21µM*,23µM*,.
Cc1ccc(C(=O)N2CCc3cc(CNS(=O)(=O)c4cccs4)ccc32)cc1,18µM*,15µM*,0%
CCNC(=O)C1(C)CCN(C(=O)c2ccc(N(C)C)cc2)C1 (stereo not given),4%,3%,.
O=C1/C(=C\Nc2ccccc2)CCN1c1ncccn1,-14%,-6%,0%
CCOC(=O)CNC(=O)N1CCN(c2nnc(C)c3c(C)n(-c4ccc(Cl)cc4)nc23)CC1,-13%,11%,12%
CCN(CC)C(=O)C(C)OC(=O)COc1ccc(Cl)cc1Cl (stereo not given),-23%,2%,6%
CCOC(=O)[C@]12CCCC=C1N(Cc1ccco1)C(=O)[C@H](CC(=O)N1CCC(c3ccccc3)CC1)C2,?,?,.

Next section.
SMILES,DT40 TDP1 no CPT,DT40 TDP1 CPT,TDP1 inh
CCC(=S)/C=C1\Sc2ccccc2N1CCCS(=O)(=O)O,-26%,-29%,-2%
CCOc1ccc(Nc2cc(=O)oc3ccccc23)cc1,18µM*,10µM*,-12%
O=C(c1ccc(Cl)c(S(=O)(=O)N2CCCCCC2)c1)N1CCCCC1,-18%,-24%,5%
COc1ccc(OC)c(S(=O)(=O)N(C)CC(=O)N2CCc3ccccc3C2)c1,-2%,-8%,2%
CCn1c(COc2ccc(Cl)cc2)nnc1SCc1ccc(C#N)cc1,?,-2%,-3%
CCOC(=O)c1c(NC(C)=O)sc2c(OCCN(CC)CC)c(Br)ccc12,?,?,-1%
COc1ccc(OCCCC(=O)Nc2nncs2)cc1,-9%,-2%,-2%
NNC(=O)Cn1c2ccccc2c2ccccc21,?,?,4%

Copied from the listing (2 entries):
SMILES,DT40 TDP1 no CPT,DT40 TDP1 CPT,TDP1 inh
CCC(=S)/C=C1\Sc2ccccc2N1CCCS(=O)(=O)O,-26%,-29%,-2%
CCOc1ccc(Nc2cc(=O)oc3ccccc23)cc1,18µM*,10µM*,-12%

Additional records:
SMILES,DT40 TDP1 no CPT,DT40 TDP1 CPT,TDP1 inh
Cc1csc(C(=O)O)c1-c1c(C)csc1C(=O)O,-1%,8%,1%
O=C1C2C3C=CC(CC3)C2S(=O)(=O)C2C3C=CC(CC3)C12 (stereo not given),-26%,-11%,.
O=C1C2=C(CCCC2)C(=O)N1c1cccc(OCCBr)c1,-3%,10%,4%
O=C(O)c1ccc(CNCc2ccc(Cl)cc2)cc1,10%,-7%,1%
CNc1ccccc1C(C)(C)c1cc(-c2cccc([N+](=O)[O-])c2)no1,-52%,-10%,9%
COc1cc2c(cc1OC)CN(C(=O)/C=C/c1cccs1)CC2,1µM*,1.5µM*,2%
O=C(NCC1CCCO1)C(C(=O)c1ccccc1)n1ccccc1=O (stereo not given),10µM*,?,1%
OC[C@H]1OC(O)[C@H](O)[C@@H](O)[C@H]1O (stereo not given in full),3%,4%,4%

Other results:
SMILES,DT40 TDP1 no CPT,DT40 TDP1 CPT,TDP1 inh
CCN(C(=O)COC(=O)c1cc([N+](=O)[O-])ccc1N1CCOCC1)c1ccccc1,15µM*,?,5%
Cc1cc(C)nc(/N=C(\N)N(Cc2ccccc2)Cc2ccccc2)n1,?,?,1%
COc1ccccc1CCn1c(=O)c(C)nc2cncnc21,?,2%,.
Cc1cccc(-c2nc3ccccc3c(=O)n2NC(=O)c2cccnc2Cl)c1,24%,2%,2%
O=C(Nc1nnc(C2=COCCO2)o1)C1CCCCC1,-1%,3%,7%
COc1ccc(OC)c(C(=O)NC(CC(N)=O)c2ccc(N3CCN(c4ccccc4)CC3)c([N+](=O)[O-])c2)c1 (stereo not given),-30%,?,.
Cc1ccc(C)c(Nc2nc3c(S(=O)(=O)c4ccc(Br)cc4)nnn3c3ccsc23)c1,21µM*,18µM*,.
Cc1cc(C)c2c(=O)n(CC(=O)Nc3cccc(F)c3)sc2n1,2.3µM*,2.3µM*,.

Next section
SMILES,DT40 TDP1 no CPT,DT40 TDP1 CPT,TDP1 inh
CN(C)c1ccc(-c2csc(C(O)(c3ccccc3)C(F)(F)F)n2)cc1 (stereo not given),7.3µM*,10µM*,.
CC(=O)N1N=C(c2cccs2)CC1c1cccc([N+](=O)[O-])c1 (stereo not given),?,?,0%
Cc1cc(C(=O)CSc2nnc(N)s2)c(C)n1CCc1ccc(Cl)cc1,?,9.2µM*,4%
CC1CCCN(C(=O)c2ccc(Cl)c(S(=O)(=O)N3CCCCCC3)c2)C1 (stereo not given),18µM*,?,1%
CCc1nnc(NC(=O)C=C(C)C)s1,?,?,1%
CCCCOC(=O)C(NC(=O)c1ccccc1)=C(C)C,?,-1%,0%
Cc1c(C(=O)N2CCC2)oc2ccc(Br)cc12,?,4%,.
COc1ccc(Br)cc1C(=O)N/N=C/c1ccc([N+](=O)[O-])cc1,?,-18%,-5%

Whole records from above. Values in the order: DT40 TDP1 no CPT	DT40 TDP1 CPT	TDP1 inh
Profile of Cc1cc(C(=O)CSc2nnc(N)s2)c(C)n1CCc1ccc(Cl)cc1 → ?	9.2µM*	4%
Profile of CCc1nnc(NC(=O)C=C(C)C)s1 → ?	?	1%

Next entries follow.
SMILES,DT40 TDP1 no CPT,DT40 TDP1 CPT,TDP1 inh
O=C1CC(N(O)c2ccccc2)C(=O)N1c1ccc(Cl)c(Cl)c1 (stereo not given),?,?,5%
Cc1ccc(NC(=S)NN(C)c2cc(C)nc(C)n2)cc1,-2%,6%,8%
Cc1cc2oc(=O)c(CC(=O)O)c(C)c2c2occ(-c3ccccc3)c12,0%,-10%,4%
CC(C)Sc1nc2c(c(=O)n(C)c(=O)n2C)n1Cc1ccc(Cl)cc1,?,?,0%
COc1cccc(-n2nnc3c(=O)n(Cc4ccc(F)cc4)cnc32)c1,?,-20%,-1%
COc1ccc(-c2nc(Cn3c(SCc4ccccc4F)nc4cccnc43)c(C)o2)cc1,?,?,9%
COc1ccc(C(=O)NCCc2nnc(SCC(=O)Nc3ccccc3)n2C)cc1,-21%,-16%,-5%
Cc1nnc(NC(=O)CSc2nccn2C)s1,-5%,-2%,5%

Continuation:
SMILES,DT40 TDP1 no CPT,DT40 TDP1 CPT,TDP1 inh
Cc1cccc(N(Cc2ccccc2)C(=O)c2ccccc2S(C)(=O)=O)c1,?,?,0%
CC(C(=O)N(C)Cc1cccc(F)c1)N1CCN(S(=O)(=O)c2ccc3c(c2)OCCCO3)CC1 (stereo not given),?,?,6%
Cc1ccc(/C=C2\CCCC3=C2NC(=S)NC3c2ccc(C)cc2)cc1 (stereo not given),?,-48%,0%
COc1ccc(CNC(=O)[C@H](C)NC(=O)C2CCN(C(=O)[C@@H](N)Cc3ccccc3)CC2)cc1,-14%,-5%,.
CS(=O)(=O)Cc1ccc(C(=O)N(CCc2ccccc2)Cc2ccccc2)cc1,?,?,0%
COc1ccc(CCNC(=O)Cn2c(=O)n(-c3cc(F)ccc3F)c(=O)c3sccc32)cc1OC,15µM*,?,3%
CCOc1cc(C(=O)NC)cc(Br)c1OCc1ccccc1,?,?,3%
CC(C)=CCN1CCN(Cc2cccnc2)CC1CCO (stereo not given),21%,5%,6%

(cont.)
SMILES,DT40 TDP1 no CPT,DT40 TDP1 CPT,TDP1 inh
CCOc1cc(C(=O)NCc2ccc3c(c2)OCO3)cc(OCC)c1OCC,-16%,4%,.
CCOC(=O)C1=C(CP(=O)(c2ccccc2)c2ccccc2)NC(=O)NC1c1ccc(OC)cc1 (stereo not given),-14%,-15%,-3%
Cc1cccc(NC(=O)CSCC(=O)N(C)Cc2c(F)cccc2Cl)c1,13µM*,?,0%
O=C(CN1C(=O)CCSc2ccc(S(=O)(=O)N3CCCC3)cc21)Nc1ccccc1Cl,?,?,4%&-1%
COc1ccc(O)c(C(=O)c2coc(=N)c(C(=O)Nc3ccc(SC(F)F)cc3)c2)c1,18µM*,?,9%
CC[C@@H]1OC(=O)[C@@H](C)[C@H](O[C@H]2C[C@@](C)(OC)[C@@H](O)[C@H](C)O2)C(C)[C@H](O[C@H]2O[C@@H](C)C[C@@H](N(C)C)[C@@H]2O)[C@@](C)(O)C[C@H](C)C(=O)[C@@H](C)[C@H](O)[C@@]1(C)O (stereo not given in full),-10%,16%,-6%[56.1 µM]
CCc1ccc(S(=O)(=O)c2nnn3c2nc(N2CCCC(C)C2)c2cc(Cl)ccc23)cc1 (stereo not given),7.3µM*,?,-3%
Cc1cccnc1NC(=O)c1nn(C)c2c1CS(=O)(=O)c1ccccc1-2,3%,-5%,2%

Source: PubChem BioAssay (National Center for Advancing Translational Sciences (NCATS))
